NLRP3 yeast inh = blocks the NALP3 inflammasome reconstituted in yeast; Yeast reconstituted NLRP3/ASC/caspase-1, beta-gal luminescence, 24 h; AID 2825; inhibition, % at 10 µM; 330,000 compounds, 0.39% hits;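 active means inhibition of 50% or more; inactive means inhibition below 50%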;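 further: plate controls were induced DMSO wells for no effect and uninduced yeast grown without galactose for full effect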
APJ antag = APJ receptor antagonism. AID 2521. P35414. CHO-K1 APJ beta-arrestin complementation, luminescence. 330,000 compounds, 0.32% hits. inhibition, % at 20 µM;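 active means inhibition above about 40% at 20 µM, limit read from the data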;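 further: cells challenged with 10 nM apelin-13 agonist together with compound; plate controls were apelin-13 plus DMSO wells for no effect and DMSO wells lacking apelin-13 for full effect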
Target sequence (P35414 whole entry, looked up): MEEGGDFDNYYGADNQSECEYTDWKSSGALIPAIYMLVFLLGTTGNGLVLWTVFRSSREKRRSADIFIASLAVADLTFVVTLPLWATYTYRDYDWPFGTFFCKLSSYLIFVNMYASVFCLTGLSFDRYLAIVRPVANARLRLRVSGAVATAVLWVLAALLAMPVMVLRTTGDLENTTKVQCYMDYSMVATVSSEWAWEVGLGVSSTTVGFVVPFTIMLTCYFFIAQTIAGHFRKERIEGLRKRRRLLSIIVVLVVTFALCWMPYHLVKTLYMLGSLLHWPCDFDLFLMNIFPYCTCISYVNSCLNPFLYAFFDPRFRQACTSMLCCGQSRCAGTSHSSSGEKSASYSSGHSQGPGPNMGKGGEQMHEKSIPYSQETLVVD
APJ agonist = agonists of human APJ apelin receptor. activation, % at 20 µM. AID 2520. P35414. CHO-K1 APJ PathHunter beta-arrestin, luminescence; 0% DMSO wells, 100% apelin. 330,000 compounds, 0.11% hits;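 active means activation more than six SD over the plate average, tested at 20 µM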;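 further: 0% = DMSO alone and 100% = apelin-13 at 10 nM; some results filed as inactive read as strong as hits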
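Test system: CHO-K1 APJ beta-arrestin complementation cell line. Amount: cell density 1000 per well. Controls: DMSO negative, 10 nM Apelin-13 positive. Signal: luminescent beta-gal fragment complementation, chemiluminescent substrate. Read-out basis: agonist-driven arrestin binding to APJ. Timing: compound stimulation 90 min at 25 °C, detection 60 min.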
tim10-1 inh = growth inhibitors of tim10-1 mutant yeast; S. cerevisiae tim10-1 ts strain growth, BacTiter-Glo, 24 h; AID 463190; inhibition, % at 20 µM; 330,000 compounds, 2.2% hits;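 active means inhibition of at least 40%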;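 further: mutant grown at 25 °C; 0% = DMSO wells with yeast and 100% = wells holding no yeast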
beta cell repl = inducers of beta-cell replication in MIN6 cells | MIN6 cells proliferation, ATPlite luminescence, 48 h; cells starved in 0.2% serum; 100% = growth in 10% serum | proliferation, % at 10 µM | 330,000 compounds, 0.29% hits | AID 2380;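 active means compounds whose signal lies at least 3.5 SD above the mean of all wells on their plate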;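 further: 0% = DMSO-treated cells in low-serum medium and 100% = 10% serum control; some compounds called inactive have numbers as strong as hits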
MPTP block = blocks calcium-induced mitochondrial swelling; inhibition, % at 10 µM; AID 602449; 360,000 compounds, 1.4% hits; isolated mouse mitochondria, Ca2+ swelling absorbance, 30 min;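 active means inhibition of 50% or more, scaled per plate between neutral and stimulator controls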;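 further: 0% = DMSO wells given calcium and 100% = 1 mM EGTA wells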
tim23-1 inh = growth inhibitors of tim23-1 mutant yeast; S. cerevisiae tim23-1 growth, BacTiter-Glo luminescence, 24 h; inhibition, % at 20 µM; 330,000 compounds, 1.3% hits;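 active means growth inhibition of the mutant yeast at or above 50%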;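 further: temperature-sensitive mutant grown at 25 °C; plate controls were DMSO-treated mutant yeast for no effect and medium wells lacking yeast for full effect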
TIM10 inh = TIM10 yeast growth inhibition; S. cerevisiae TIM10 strain growth, BacTiter-Glo luminescence, 24 h; 330,000 compounds, 1.4% hits; AID 463195; inhibition, % at 10 µM;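 active means inhibition of 40% or more at the single tested concentration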;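 further: wild-type TIM10 isogenic control strain grown at permissive 25 °C; 0% = DMSO yeast wells and 100% = minimal medium wells without yeast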
GRIN3A LBD mod = modulates the human NR3A ligand-binding domain | Tm shift relative to glycine control, % at 25 µM | NR3A LBD differential scanning fluorimetry, Tm shift; 0% = protein alone, 100% = glycine-bound protein | AID 1259313 | 340,000 compounds, 2.5% hits;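 active means melting temperature shift of at least 10% of the positive control shift, at one fixed dose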
The depositor's hits bear a star; nt = not tested or not shown.

Results follow in this order: NLRP3 yeast inh	APJ antag	APJ agonist	tim10-1 inh	beta cell repl	MPTP block	tim23-1 inh	TIM10 inh	GRIN3A LBD mod
1: COc1ccc(CCNC(=O)CCNS(=O)(=O)c2ccc3c(c2)CCN3C(C)=O)cc1OC
 : 15	9	7	9	0	0.2	12	2	0
2: CCCOc1ccc(N2C(=O)CC(SC(=NCC)NCC)C2=O)cc1 (stereo not given)
 : 3	10	4	15	0	-0.2	12	2	-1
3: CC(C)(C)S(=O)(=O)c1cnc(N2CCOCC2)nc1N
 : 12	17	-2	-13	-2	3.3	6	6	-1
4: CCOc1ccc(Nc2nc3cc(S(=O)(=O)CC)ccc3o2)cc1
 : -89	12	0	13	-4	3.5	7	10	-18
5: CC(=O)N1CCc2cc(S(=O)(=O)CCC(=O)N3CCN(C(=O)c4ccco4)CC3)ccc21
 : 10	9	4	8	-1	0.0	16	12	0
6: COc1ccc(C2NC(Cc3ccccc3)(C(=O)O)C3C(=O)N(c4ccccc4OC)C(=O)C23)cc1 (stereo not given)
 : -4	-1	-3	-1	-3	-2.2	6	5	-1
7: CN1CCN(C(=O)CCCN2C(=O)/C(=C/c3ccccc3)SC2=S)CC1
 : 8	2	1	8	7.5*	-0.6	29	26	0
8: CN(C)S(=O)(=O)N(CC(=O)NCCSCc1ccc(Cl)cc1)c1ccccc1
 : -1	-26	-4	29	1	0.6	14	-1	0
9: O=C(COC(=O)/C=C/c1ccc([N+](=O)[O-])cc1)NCc1ccc2c(c1)OCO2
 : 7	-9	-4	-3	2	1.9	-12	-13	0
10: CCC(CC)C(=O)Nc1ccc(Sc2ccc([N+](=O)[O-])cc2)cc1
 : -5	7	-2	25	-6	95*	22	23	-3

MPTP block, hit marks shown above.
# | smiles | NLRP3 yeast inh | APJ antag | APJ agonist | MPTP block | GRIN3A LBD mod
10 | CCC(CC)C(=O)Nc1ccc(Sc2ccc([N+](=O)[O-])cc2)cc1 | -5 | 7 | -2 | 95* | -3

The list continues.
Results follow in this order: NLRP3 yeast inh	APJ antag	APJ agonist	tim10-1 inh	beta cell repl	MPTP block	tim23-1 inh	TIM10 inh	GRIN3A LBD mod
11: COc1ccc(-c2noc(C(C)NS(=O)(=O)c3ccc(NC(C)=O)cc3)n2)cc1 (stereo not given)
 : 14	7	0	-2	0	-0.3	-4	-3	-9
12: COc1cc2c(cc1OC)/C(=C/c1ccc(Cl)cc1)C(=O)OC2
 : 18	-8	1	41*	0	-1.2	55*	2	-1
13: CC1Cc2ccccc2N1C(=S)NC(=O)c1cccc(Br)c1 (stereo not given)
 : 10	24	0	44*	0	-4.8	52*	59*	-8
14: O=C(c1ccc(Br)cc1)N(Cc1ccco1)C1CCS(=O)(=O)C1 (stereo not given)
 : 9	21	-5	-6	-4	-2.8	17	7	-1
15: COc1ccc(CNC(=O)CSc2nnc(-c3ccc(NC(C)=O)cc3)n2C)cc1
 : -3	7	-5	8	-1	-1.0	9	-10	-1
16: CN1C(=S)SC(N2OC3C(=O)N(c4ccccc4)C(=O)C3C2c2ccc(Cl)cc2)C1(C)C (stereo not given)
 : 6	-1	-1	20	0	-1.8	21	17	0
17: COc1ccc(/C=C/C(=O)OCc2csc(-c3ccccc3)n2)cc1OC
 : 13	-8	-3	31	0	0.3	6	10	18*
18: c1coc(C2Nc3ccccc3C3OCCC23)c1 (stereo not given)
 : 19	12	0	-3	-1	0.9	-13	-24	1
19: Cc1ccc(C(C)NC(=O)c2cc(C)oc2C)cc1 (stereo not given)
 : 9	17	-4	36	-1	-0.1	8	11	1
20: Cc1ccc(CNC(=O)c2cccc(S(C)(=O)=O)c2)cc1
 : 19	-11	-3	15	1	-6.9	2	5	4

Following part
Results follow in this order: NLRP3 yeast inh	APJ antag	APJ agonist	tim10-1 inh	beta cell repl	MPTP block	tim23-1 inh	TIM10 inh	GRIN3A LBD mod
21: CC1(C)Cc2c(sc(/N=C/N3CCCCC3)c2C#N)C(C)(C)N1
 : 2	6	3	0	1	-1.1	7	6	-5
22: COc1ccc(-c2csc(NC(=O)C3CCCO3)n2)cc1 (stereo not given)
 : 31	10	0	20	-3	2.8	13	14	-1
23: COc1ccc2[nH]c(=O)c(CN(Cc3ccc(C)cc3)Cc3nnnn3CC3CCCO3)cc2c1 (stereo not given)
 : -11	18	-2	12	-4	10	4	13	0
24: O=C(CN1C(=O)/C(=C/c2ccccc2)Sc2ccccc21)NCCCN1CCOCC1
 : 1	-16	-2	5	3	-1.1	1	4	0
25: COc1ccc(CNc2cc([N+](=O)[O-])ccc2OC)cc1
 : 28	26	-4	16	0	2.7	28	24	-5
26: O=C(CS(=O)(=O)c1c[nH]c2ccccc12)N1CCCCCC1
 : 11	-2	-3	13	0	1.1	-8	0	0
27: O=C(OCC(=O)c1ccc(Cl)s1)c1ccc2ccccc2n1
 : -1	8	1	-4	-5	3.6	17	4	-10
28: CC(=C/c1ccccc1)/C=N/NC(=O)c1nnn(-c2nonc2N)c1CN1CCC(C)CC1
 : 11	-9	-1	12	0	0.4	31	-11	4
29: CCOC(=O)C1=C(COC(=O)/C=C/c2ccc(OCC)c(OC)c2)NC(=O)NC1C (stereo not given)
 : 26	5	4	21	3	-0.5	11	7	-2
30: Cc1ccc(S(=O)(=O)NCCC(=O)NNc2c(F)c(F)cc(F)c2F)cc1
 : 3	14	-1	3	-3	0.0	-4	-8	2

Following part.
Results follow in this order: NLRP3 yeast inh	APJ antag	APJ agonist	tim10-1 inh	beta cell repl	MPTP block	tim23-1 inh	TIM10 inh	GRIN3A LBD mod
31: COc1ccc(NC2=NCCC(=O)N2Cc2cccs2)cc1
 : -31	-7	-6	29	-1	-0.6	2	11	1
32: COc1ccccc1CNC(=O)COC(=O)c1ccc(NC(N)=O)cc1
 : 3	-11	-1	6	0	-1.5	6	-8	-2
33: CN(CC(O)COc1c(F)cc(Br)cc1F)C1CCCCC1 (stereo not given)
 : 30	1	-7	3	1	-0.6	15	-14	-1
34: O=C(CCc1ccccc1)Nc1cc2c(cc1Cl)OCCO2
 : -6	14	-4	4	0	-11	9	4	-2
35: Cc1ccc(C)c(N2CCN(c3ccc4cc(S(=O)(=O)N5CCCCC5)ccc4n3)CC2)c1
 : 9	4	-7	15	-5	2.2	1	3	2
36: CCOc1ccc(CN(C(=O)c2oc3ccccc3c2C)C2CCS(=O)(=O)C2)cc1 (stereo not given)
 : 12	0	-6	20	2	-2.4	29	40	-2
37: O=C1CCCCN1CC(=O)N1CCCC(Nc2ccc(F)cc2)C1 (stereo not given)
 : 5	2	-1	13	-2	-0.2	4	-7	-1
38: Cc1ccccc1C(=O)NNC(=O)Cc1cccc2ccccc12
 : 11	7	-4	8	0	0.7	5	12	-1
39: Cc1cc(C)nc(SCC(CSc2nc(C)cc(C)n2)C(=O)O)n1
 : -24	-6	-3	15	-1	-0.5	12	-4	1
40: CCC(=O)C1CCCN(C(=O)c2ccc(OC3CCN(C(=O)CCOC)CC3)cc2)C1 (stereo not given)
 : 11	5	-6	-9	-3	-0.2	-2	-3	-2

Following part:
Results follow in this order: NLRP3 yeast inh	APJ antag	APJ agonist	tim10-1 inh	beta cell repl	MPTP block	tim23-1 inh	TIM10 inh	GRIN3A LBD mod
41: COC(=O)CSc1nc2cc(Cl)ccc2c(=O)n1C1CCCC1
 : 9	7	-2	26	2	1.2	37	2	0
42: Cn1nc(-c2ccc(N3CCOCC3)c(NS(=O)(=O)c3ccccc3)c2)c2ccccc2c1=O
 : -1	5	-4	22	-2	0.9	3	22	-1
43: CC1CC(C)CN(C(=O)c2cc(-c3ccncc3)nc3ccccc23)C1 (stereo not given)
 : 9	6	6	26	6	-1.4	26	14	0
44: C/C(=N\NC(=O)c1nn(C)cc1Br)c1cccc(NC(=O)C(C)(C)C)c1
 : 8	0	-4	-1	0	-1.7	13	2	2
45: CCOC(=O)C(CC)/C(C)=N/NC(=O)c1ccc([N+](=O)[O-])cc1 (stereo not given)
 : 12	-2	3	-5	-2	2.4	16	-1	nt
46: O=C(OCCc1cc2ccccc2c(=O)o1)c1ccccc1C(F)(F)F
 : 20	-1	-2	5	-1	-0.2	24	-8	0
47: O=C(NCCc1ccccc1)c1ccc2[nH]c(=O)c(=O)[nH]c2c1
 : 15	-9	1	-16	0	2.7	-16	-3	0
48: CC(=O)Nc1ccc(S(=O)(=O)N(C)c2ccc(O)cc2)cc1
 : 3	16	3	10	3	18	2	13	1
49: COC(=O)c1nc2n(n1)C(c1ccc([N+](=O)[O-])cc1)C(C(=O)Nc1ccc(Cl)cc1)=C(C)N2 (stereo not given)
 : -7	3	-6	27	-1	0.1	18	28	-4
50: Cc1ccc(-c2nn3c(C)nnc3s2)cc1NC(=O)c1ccc(Br)o1
 : -7	-1	-2	14	-3	-1.9	3	-34	2
51: Cc1nc2nc(COc3ccccc3)nn2c(C)c1Cl
 : 21	11	-3	23	-1	-2.0	25	8	0
52: OCC[C@H]1C[C@@H](O)[C@H](O)[C@@]2(Cc3ccccc3CO2)O1
 : 15	-5	-2	9	0	-0.7	8	8	0

By substructure, the entries above with a Cl atom (8)
Results follow in this order: NLRP3 yeast inh	APJ antag	APJ agonist	tim10-1 inh	beta cell repl	MPTP block	tim23-1 inh	TIM10 inh	GRIN3A LBD mod
8: CN(C)S(=O)(=O)N(CC(=O)NCCSCc1ccc(Cl)cc1)c1ccccc1
 : -1	-26	-4	29	1	0.6	14	-1	0
12: COc1cc2c(cc1OC)/C(=C/c1ccc(Cl)cc1)C(=O)OC2
 : 18	-8	1	41*	0	-1.2	55*	2	-1
16: CN1C(=S)SC(N2OC3C(=O)N(c4ccccc4)C(=O)C3C2c2ccc(Cl)cc2)C1(C)C (stereo not given)
 : 6	-1	-1	20	0	-1.8	21	17	0
27: O=C(OCC(=O)c1ccc(Cl)s1)c1ccc2ccccc2n1
 : -1	8	1	-4	-5	3.6	17	4	-10
34: O=C(CCc1ccccc1)Nc1cc2c(cc1Cl)OCCO2
 : -6	14	-4	4	0	-11	9	4	-2
41: COC(=O)CSc1nc2cc(Cl)ccc2c(=O)n1C1CCCC1
 : 9	7	-2	26	2	1.2	37	2	0
49: COC(=O)c1nc2n(n1)C(c1ccc([N+](=O)[O-])cc1)C(C(=O)Nc1ccc(Cl)cc1)=C(C)N2 (stereo not given)
 : -7	3	-6	27	-1	0.1	18	28	-4
51: Cc1nc2nc(COc3ccccc3)nn2c(C)c1Cl
 : 21	11	-3	23	-1	-2.0	25	8	0
